From PubChem
p97 inhibitor: inhibitors of human p97 ATPase. P55072. recombinant p97 ATPase, Kinase-Glo ATP luminescence, 3 h. inhibition, % at 8 µM. 220,000 compounds, 0.42% hits; in the data active = inhibition above about 15%;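 also: 0% = DMSO vehicle and 100% = wells lacking enzyme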
EP2 mod: EP2 receptor (human) modulation | induction, % at 25 µM | EP2-expressing cells, cAMP HTRF FRET, PGE2 co-stimulation | 260,000 compounds, 0.83% hits | AID 940;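 active = compounds whose cAMP rise, as percent of the full-agonist control response, exceeds 60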;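 also: rat C6 glioma line stably carrying human EP2 under a CMV promoter; the protocol text gives 20 µM as final concentration; 100% = response of wells given 1 µM PGE2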
NPY-Y2 PAM-ag: human NPY-Y2 potentiation or agonism, primary screen. cells expressing NPY-Y2, potentiator/agonist read-out. activation, % at 3.6 µM. 220,000 compounds, 0.45% hits. P49146; in the data active = activation above about 27%;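 also: cells stimulated with NPY near EC25 plus isoproterenol at EC100; 0% = vehicle plus submaximal agonist and 100% = vehicle plus saturating agonist; some results beyond the cut were filed as inactive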
eIF4E 4G PPI: eIF4E/eIF4G interaction inhibition in translation initiation; inhibition, % at 21.7 µM; 220,000 compounds, 0.37% hits; AID 782; TR-FRET eIF4E-eIF4GI(517-606) binding, 2 h; P63073+Q04637;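 active = inhibition above about 30%, limit read from the data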;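 also: 0% = full FRET control wells and 100% = background wells lacking eIF4GI fragment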
PGE2 EP2 inh: inhibitors of human EP2 prostaglandin E2 receptor | P43116 | 260,000 compounds, 0.52% hits | inhibition, % at 25 µM | C6 glioma cells expressing human EP2, cAMP TR-FRET; cells stimulated with saturating PGE2 | AID 1422;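 active = percent inhibition above 40 after rounding to a whole number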;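 also: rat C6 glioma host cells with rolipram phosphodiesterase inhibitor present; the protocol text gives 20 µM as final concentration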
S1P4 antagonist: antagonists of human S1P4 receptor | O95977 | inhibition, % at 4.98 µM | 220,000 compounds, 0.26% hits | S1P4-expressing cells, antagonist mode, reporter read-out; in the data active = inhibition above about 29%;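 also: 0% = wells stimulated with agonist and 100% = vehicle wells without agonist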
NPY1 pot ag: potentiates or activates human NPY-Y1 receptor; P25929; NPY-Y1 expressing cells, potentiator/agonist activation; activation, % at 3.6 µM; 220,000 compounds, 0.37% hits; AID 1304; in the data active = activation above about 33%, passing the limit was not always enough;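 also: cells stimulated with NPY at EC10 then isoproterenol at EC100; 0% = low agonist plus stimulus and 100% = saturating agonist plus stimulus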
NPY Y1 blocker: antagonists of human neuropeptide Y receptor Y1 | 200,000 compounds, 1% hits | inhibition, % at 3.6 µM | AID 1040 | HEK293-CNG Y1 cells, membrane potential fluorescence; NPY at EC95, then isoproterenol | P25929;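 active = inhibition above the campaign mean inhibition of all tested compounds plus 3 SD, cut at about 20% in these data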;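 also: 0% = DMSO wells given NPY plus isoproterenol and 100% = isoproterenol alone without NPY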
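Test system: HEK293 cells co-expressing NPY Y1 receptor and cyclic-nucleotide gated channel; Also added: NPY (25 nM), isoproterenol (1 µM), Ro 20-1724 (25 µM); Compound dosing: one concentration, 3.6 µM, in 0.4% DMSO; Timing: dye 3 h, compound 60 min room temperature, stimulation 45 min; Technique: Membrane-potential fluorescent dye readout.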
S1P4 ag: agonists of human S1P4 receptor; O95977; 220,000 compounds, 0.35% hits; AID 1509; activation, % at 4.98 µM; S1P4-expressing cell line, agonist reporter assay; in the data active = activation above about 11%;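 also: 0% = DMSO vehicle and 100% = reference agonist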
Starred values were filed as active, the others as inactive; . = not tested or not shown; & = joins results of further samples; [ ] = dose if it differs, or a comment.

SMILES	p97 inhibitor	EP2 mod	NPY-Y2 PAM-ag	eIF4E 4G PPI	PGE2 EP2 inh	S1P4 antagonist	NPY1 pot ag	NPY Y1 blocker	S1P4 ag
Cc1cc(NC(=O)c2cncc(Br)c2)n(-c2ccccn2)n1	3	50	-1	-6	.	-6	6	2	-4.1
Cc1cnc(NC(=O)CC2CCCC2)s1	1	23	-4	1	6	-28	-8	10	1.4
CCCCNC(=O)c1cc(C)no1	5	29	5	2	7	-16	13	-6	-0.1
COc1ccc(CN(C(=O)c2oc3ccccc3c2C)C2CCS(=O)(=O)C2)cc1OC (configuration not stated)	-2	5	-12	-12	5	32*	-8	4	0.5
CCc1nn(-c2cc(Oc3cccc4ccccc34)nc(-c3ccccc3)n2)c(N)c1C#N	0	7	-3	-33	2	-10	-11	5	-2.7
O=C(Nc1ccnc(=O)[nH]1)c1sc2ccccc2c1Cl	1	-7	1	-14	6	-15	-11	.	0.0
Cc1ccc(NC2=C(Cl)C(=O)OC2OC(=O)c2ccco2)c(C)c1 (configuration not stated)	-5	48	1	2	4	6	-5	7	2.2
COc1ccccc1NS(=O)(=O)c1cc(C(=O)NCc2ccco2)ccc1C	-1	-22	-20	-8	6	-19	0	1	1.6
CC(C)(C)c1ccc(C(=O)N/C(=C\c2cccs2)C(=O)NCc2ccco2)cc1	3	34	-21	3	16	-16	-5	6	0.4
COc1ccc(-n2c(Cc3cccs3)nnc2SCC(=O)Nc2ccc3c(c2)OCCO3)cc1	6	13	5	2	15	-76	21	-5	1.0
Cc1ccsc1C(=O)OCC(=O)N1CCc2ccccc2C1	3	-8	19	2	2	-2	1	3	1.1
OCCCNC(c1ccccc1)c1ccc(O)cc1 (configuration not stated)	0	19	-14	5[fluorescence artefact?]	6	-8	-8	0	0.7
Cc1cc(NC(=O)c2cc(-c3cccs3)on2)nn1Cc1ccc(Cl)cc1	10	-16	-5	3	.	-6	5	12	13*
COc1ccc(NC(=O)CSc2nnc(C3CC3)n2-c2ccccc2)cc1	-3	-12	-16	3	4	-7	10	-1	-1.5
O=C(Cn1cnc2ccccc2c1=O)Nc1ccccc1N1CCOCC1	2	-20	-17	3	8	13	-5	-3	-2.9
CCOC(=O)c1c(NC(=O)c2cccnc2)sc(C(C)=O)c1C	5	6	2	-5	5	4	5	11	2.5
CCOC(=O)CN1N=C(c2ccc(Cl)s2)CSC1=O	-1	-59	2	6	9	-27	9	5	0.6
COc1ccc(-c2cc(C(=O)Nc3sc4c(c3C#N)CCCC4)c3ccccc3n2)cc1OC	8	-17	-11	-7[fluorescence artefact?]	14	-3	-33	2	1.2
COc1ccc(CCN(C)C(=O)c2ccc(S(=O)(=O)NCc3ccco3)cc2)cc1OC	2	12	3	13	6	-1	13	0	0.0
C/C(=N\NC(=O)c1ccc([N+](=O)[O-])cc1)c1cc2ccccc2oc1=O	4	-4	5	4	9	-4	-17	5	-1.6
NC(=O)C1CCN(C2CC(=O)N(Cc3cccs3)C2=O)CC1 (configuration not stated)	0	5	-10	-7	4	3	-16	0	28*
Cc1cc(C)c2oc(-c3cccc(NC(=O)c4ccc(F)cc4)c3)nc2c1	-4	-4	5	0	6	0	7	4	0.7
S=c1[nH]nc(-c2cc(-c3ccco3)[nH]n2)n1-c1ccccc1Cl	13	10	1	6	13	-17	7	0	0.5
O=C1C=Cc2ccccc2/C1=C/c1[nH]c(=O)[nH]c1O	14	-30	-9	6	4	7	12	.	-0.7
COc1ccc(/C=C2\C(=O)N(Cc3ccc(F)cc3)CC(=O)N2Cc2ccccc2)cc1	-4	55	5	-2	8	-14	11	2	0.3

4 entries from above, with each value named:
SMILES: CC(C)(C)c1ccc(C(=O)N/C(=C\c2cccs2)C(=O)NCc2ccco2)cc1
  p97 inhibitor: 3	EP2 mod: 34	NPY-Y2 PAM-ag: -21	eIF4E 4G PPI: 3	PGE2 EP2 inh: 16	S1P4 antagonist: -16	NPY1 pot ag: -5	NPY Y1 blocker: 6	S1P4 ag: 0.4
SMILES: CCOC(=O)c1c(NC(=O)c2cccnc2)sc(C(C)=O)c1C
  p97 inhibitor: 5	EP2 mod: 6	NPY-Y2 PAM-ag: 2	eIF4E 4G PPI: -5	PGE2 EP2 inh: 5	S1P4 antagonist: 4	NPY1 pot ag: 5	NPY Y1 blocker: 11	S1P4 ag: 2.5
SMILES: OCCCNC(c1ccccc1)c1ccc(O)cc1 (configuration not stated)
  p97 inhibitor: 0	EP2 mod: 19	NPY-Y2 PAM-ag: -14	eIF4E 4G PPI: 5[fluorescence artefact?]	PGE2 EP2 inh: 6	S1P4 antagonist: -8	NPY1 pot ag: -8	NPY Y1 blocker: 0	S1P4 ag: 0.7
SMILES: Cc1cnc(NC(=O)CC2CCCC2)s1
  p97 inhibitor: 1	EP2 mod: 23	NPY-Y2 PAM-ag: -4	eIF4E 4G PPI: 1	PGE2 EP2 inh: 6	S1P4 antagonist: -28	NPY1 pot ag: -8	NPY Y1 blocker: 10	S1P4 ag: 1.4

More results
SMILES	p97 inhibitor	EP2 mod	NPY-Y2 PAM-ag	eIF4E 4G PPI	PGE2 EP2 inh	S1P4 antagonist	NPY1 pot ag	NPY Y1 blocker	S1P4 ag
CC(=O)Nc1ccc(Sc2ccccc2C(=O)N2CCCC2)cn1	2	-17	3	1	9	-15	5	5	1.3
CN(C(=O)c1ccncc1)C1CCS(=O)(=O)C1 (configuration not stated)	4	18	2	6	7	-2	19	0	0.3
Cc1c(N=C2NC(=O)C(CC(=O)Nc3ccc(Cl)cc3)S2)c(=O)n(-c2ccccc2)n1C (configuration not stated)	10	0	20	-3	24	-11	12	-4	0.2
CN(Cc1ccccc1)Cc1nc2c([nH]1)c(=O)[nH]c(=O)n2C	5	-2	-1	2	2	0	13	5	1.2
Cc1ccc(-c2cc(C(=O)Nc3c(C#N)cnn3C)no2)cc1	0	20&-1	0	-2	5&8	-24	-21	-6	1.7
CCn1nc(C)c(NC(=O)/C=C/c2ccc(OC)c(COc3ccc(Cl)cc3Br)c2)c1C	-3	0	0	15	.	-6	-5	0	-2.1
CC(C)(C)[C@H]1C=C(C(=O)N2CCN(Cc3ccccc3)CC2)O[C@@H](OCCCCO)C1	0	6	-11	4	16	1	4	-5	-0.5
O=C(CSc1nnnn1-c1ccc(F)cc1)Nc1ccc(N2CCOCC2)c(Cl)c1	-1	-18	1	-1	2	2	-17	-5	0.0
CCOc1cccc(-c2nnc(SCC(=O)Nc3cc(OC)cc(OC)c3)n2N)c1	-2	-10	8	-17	22	-2	35	3	-0.7
Cc1nn(CC(O)COc2ccc3c(c2)CCC3)c(C)c1C (configuration not stated)	-2	-12	-1	3	11	-27	-35	-2	-0.5
CCc1nnc(N2C(=O)c3cccc4cccc(c34)C2=O)s1	0	1	4	2	3	5	9	0	-0.9
O=C(O)/C=C/C(=O)NNC(=O)c1ccccc1Br	2	-2	9	5	3	9	21	-3	-0.8
COc1ccc(CCNC(=O)c2ccc3nc(-c4ccco4)c(-c4ccco4)nc3c2)cc1OC	6	-7	-3	14[fluorescence artefact?]	.	-9	13	8	0.3
CC(C)(C)C(=O)Nc1cc2nn(-c3ccccc3)nc2cc1Cl	-1	-39	16	0	8	-6	6	20*	-0.6
O=C(CSc1nnc(CNc2ccc(F)cc2)o1)c1ccccc1	-2	-68	-9	8	9	3	-17	3	3.0
O=C(c1ccc(Cl)c(S(=O)(=O)NCc2ccco2)c1)N1CCN(c2ccc(F)cc2)CC1	2	-8	-1	8	9	-3	14	2	-0.8
COc1cccc(/C=C/C(=O)OCC(=O)Nc2cccc(S(=O)(=O)N3CCOCC3)c2)c1OC	0	-1	-11	-2	9	1	-12	2	0.0
Cc1ccccc1NC(=O)CN1C(=O)S/C(=C\c2cccn2-c2cccc(C(=O)O)c2)C1=O	-3	1	-8	5[fluorescence artefact?]	14	-13	-7	3	-2.2
CCOc1ccccc1NC(=O)CCC(=O)Nc1ccccc1OCC	7	47	3	-4[fluorescence artefact?]	14	2	16	-2	-2.5
Cc1cc(C)cc(N(C(=O)c2cc3ccccc3oc2=O)C2C=CS(=O)(=O)C2)c1 (configuration not stated)	-7	23	14	0	4	-1	-9	2	1.3
Cc1cc(Br)ccc1OCCn1ccnc1	1	4	0	7	7	-16	12	0	0.2
COc1ccc(C(O)c2nccn2C)cc1 (configuration not stated)	4	14	3	1	12	-3	-14	-4	-4.5
Nc1cccnc1Oc1ccc(F)cc1	6	-2	6	-1	6	-16	22	.	0.1
O=c1c(Cc2ccc(F)cc2)c(O)ccn1Cc1ccc(Cl)cc1Cl	-3	26	-7	5	12	-6	-9	-1	0.0
CC1(C)CC(=O)CC2(C1)NCC(c1ccccc1)c1c2[nH]c2ccccc12 (configuration not stated)	2	-7	-1	1	4	-8	9	4	0.0
(list continues)
SMILES	p97 inhibitor	EP2 mod	NPY-Y2 PAM-ag	eIF4E 4G PPI	PGE2 EP2 inh	S1P4 antagonist	NPY1 pot ag	NPY Y1 blocker	S1P4 ag
Cc1cccc(CCNc2nc3ccccc3n3nnnc23)c1	1	9	6	4	18	-12	-5	-1	-0.4
CC(C)CNS(=O)(=O)c1ccc(CCC(=O)N2CCCC2)cc1	2	4	-16	1	4	-7	-7	1	0.7
Cc1cc2occ(CC(=O)NC3CCCc4ccccc43)c2cc1C (configuration not stated)	2	19	-19	2[fluorescence artefact?]	1	-29	-12	7	0.2
Cc1ccc(N2C(=O)CSC23C(=O)Nc2ccccc23)cc1 (configuration not stated)	6	-17	-10	-1	9	5	8	2	0.3
Cc1cccc(NC(=S)NC(=O)CCc2ccccc2)c1	-3	14	-22	-2	16	-6	-31	17	-0.5
CCC(C(=O)NC1CCCCC1)n1c(SCc2cccc(C)c2)nc2ccncc21 (configuration not stated)	-1	-4	-7	-3[fluorescence artefact?]	11	2	-21	0	2.0
O=C(O)[C@H]1CCCC[C@H]1C(=O)Nc1cc([N+](=O)[O-])ccc1F	9	21	8	4[fluorescence artefact?]	5	-13	-10	4	-0.3

Three compounds out of the list, ordered by length of the SMILES, low to high:
SMILES	p97 inhibitor	EP2 mod	NPY-Y2 PAM-ag	eIF4E 4G PPI	PGE2 EP2 inh	S1P4 antagonist	NPY1 pot ag	NPY Y1 blocker	S1P4 ag
O=C(O)/C=C/C(=O)NNC(=O)c1ccccc1Br	2	-2	9	5	3	9	21	-3	-0.8
CCOC(=O)c1c(NC(=O)c2cccnc2)sc(C(C)=O)c1C	5	6	2	-5	5	4	5	11	2.5
O=C(CSc1nnnn1-c1ccc(F)cc1)Nc1ccc(N2CCOCC2)c(Cl)c1	-1	-18	1	-1	2	2	-17	-5	0.0

The list is partial; rates above refer to the full screens.
